From PubChem
RNase H inhibition: RNase H inhibition, HIV 1 Gag Pol polyprotein, FRET biochemical assay, screening (AID 372); HIV-1 RT RNase H, FRET RNA/DNA substrate fluorescence; higher % means a stronger effect; inhibition, % at 10 µM; hits with a dose series show IC50 in µM; actives 0.77% (n = 100,000); in the data active means inhibition above about 50%
* = called active by the depositor.

smiles	RNase H inhibition
Cc1c(Cl)cccc1NC(=O)CSc1ccccc1	15%
COc1cc(OC)c(NC(=O)C(c2ccccc2)c2ccccc2)cc1Cl	22%
CCOC(=O)c1c(-c2ccccc2)csc1NC(=O)c1ccco1	9%
COc1ccc(CC(=O)N2CC(C)CC(C)C2)cc1 (centres undefined)	0%
CC(=O)Nc1ccc(S(=O)(=O)N2CCC(Cc3ccccc3)CC2)cc1	8%
COc1ccc(C(=O)NCCSCc2ccc(Br)cc2)cc1	8%
Oc1ccccc1C(=S)N1CCCC1	23%
CC(=O)/C=C/c1ccc2ccccc2n1	1%
CC(=O)Nc1ccccc1C(=O)N1CCN(c2ccccc2)CC1	9%
O=C(Nc1ccccc1C(F)(F)F)c1ccc(-c2cccc(Cl)c2)o1	6%
Cc1cc(Cl)ccc1NC(=O)C(=O)N/N=C/c1ccc([N+](=O)[O-])cc1	0%
COc1ccc(C(NC(=O)c2ccccc2OC)c2ccc(OC)c(OC)c2)cc1OC	5%

(next part)
smiles	RNase H inhibition
Cc1ccc2oc(-c3cc(N)ccc3O)nc2c1	32%
C=CCOC(=O)C1=C(C)NC(C)=C(C(=O)OCC=C)C1c1ccco1	0%
CN(C)CCCN1C(=O)CSC1c1cccc(Cl)c1 (centres undefined)	7%
CCOC(=O)c1ccc(NC(=O)c2ccc(S(=O)(=O)N(C)C)cc2)cc1	2%
CC1(C)CC(=O)C2=C(C1)NC(=O)CC2c1cccc([N+](=O)[O-])c1 (centres undefined)	0%
Cc1ccc(/C=C2\SC(N3CCC(C)CC3)=NC2=O)o1	5%
O=c1c(CN(CCc2ccccc2)Cc2ccccc2)coc2c(Cl)cc(Cl)cc12	0%
N#CCC(=O)NNCc1cc(-c2ccccc2)n(-c2ccccc2)c1-c1ccccc1	17%
O=C(O)CN1C(=O)/C(=C/c2ccccc2OCc2ccc([N+](=O)[O-])cc2)SC1=S	2%
O=[N+]([O-])c1cccc(S(=O)(=O)Nc2cccc(Cl)c2Cl)c1	17%
COc1nc(Nc2ccc(I)cc2)nc(OC)n1	3%
CCOC(=O)C1=C(C)N=c2s/c(=C/c3ccc(-c4ccc([N+](=O)[O-])cc4Cl)o3)c(=O)n2C1c1cccs1 (centres undefined)	15%

Other compounds follow:
smiles	RNase H inhibition
CCSc1nc2sc3c(c2c2nncn12)CCN(C)C3	24%
O=c1/c(=C\c2ccccc2C(F)(F)F)sc2nc3ccccc3n12	12%
CC(=O)CC(=O)Nc1ccn(-c2ccccc2)n1	8%
CCOC(=O)C1=C(C)NC2=C(C(=O)CC(c3ccc(OC)cc3)C2)C1c1ccc(OCc2ccccc2)c(OC)c1 (centres undefined)	6%
O=[N+]([O-])c1ccccc1S(=O)(=O)Nc1cc(C(F)(F)F)ccc1Cl	0%
O=C1NC(=S)N(c2ccc(F)cc2)C(=O)/C1=C/c1ccc(F)cc1	5%
O=C1NC(=S)NC(=O)C1=Cc1ccc(OCc2cccc([N+](=O)[O-])c2)c(Br)c1	14%
CCOC(=O)C1=C(C)N=c2s/c(=C\c3ccc(-c4ccc(C)cc4[N+](=O)[O-])o3)c(=O)n2C1c1ccc(C)cc1 (centres undefined)	39%
O=C(COc1cccc2ccccc12)NNC(=O)C1CCCO1 (centres undefined)	2%
O=C(O)c1ccccc1-c1ccccc1/C=N/O	6%
O=C(CN(c1cccc([N+](=O)[O-])c1)S(=O)(=O)c1ccccc1)NCCSCc1ccccc1Cl	7%
CC1(C)Nc2ccccc2-c2c1sn(-c1cccc3ccccc13)c2=S	31%

Overlap with the part before: two entries; new compounds follow.
smiles	RNase H inhibition
O=C(CN(c1cccc([N+](=O)[O-])c1)S(=O)(=O)c1ccccc1)NCCSCc1ccccc1Cl	7%
CC1(C)Nc2ccccc2-c2c1sn(-c1cccc3ccccc13)c2=S	31%
COc1ccc(C2/C(=C(\O)c3ccc(C)cc3)C(=O)C(=O)N2c2ncc(S(=O)(=O)c3ccc([N+](=O)[O-])cc3)s2)cc1 (centres undefined)	0%
Cc1ccc(C2C(C#N)=C(N)OC3=C2C(=O)CCC3)cc1 (centres undefined)	9%
COC(=O)c1cc(C(=O)Nc2ccc(Br)cc2)cc([N+](=O)[O-])c1	7%
O=C(Nc1nc2ccccc2n1CCOc1ccccc1)c1ccccc1	1%
Nc1c(C(=O)C2CC2)sc2nc3c(cc12)CCCC3	10%
O=C1CC(=O)N(Cc2ccccc2)CCN1Cc1ccccc1	0%
O=C(Nc1cc(C(F)(F)F)cc(C(F)(F)F)c1)c1ccc([N+](=O)[O-])cc1Cl	5%
O=C(NC(=S)Nc1cc(C(F)(F)F)ccc1Cl)c1ccccc1Br	25%
O=C(NCC1CCCO1)c1cnn2c1NC(c1ccc(Br)cc1)CC2C(F)(F)F (centres undefined)	19%
CC(=O)Nc1sc2c(c1C(=O)Nc1ccc(Br)cc1)CCCC2	17%
CC12CCCCC1C2C(=O)N/N=C\c1ccc(Br)cc1 (centres undefined)	4%
Cc1cc(C)cc(NC(=O)CCN2C(=O)c3cccc([N+](=O)[O-])c3C2=O)c1	3%

A draw from above in order of molecular weight, low to high.
smiles	RNase H inhibition
Nc1c(C(=O)C2CC2)sc2nc3c(cc12)CCCC3	10%
Cc1ccc(/C=C2\SC(N3CCC(C)CC3)=NC2=O)o1	5%
O=C1NC(=S)N(c2ccc(F)cc2)C(=O)/C1=C/c1ccc(F)cc1	5%

Next part:
smiles	RNase H inhibition
O=C(O)CCCCCN1C(=O)C(=O)/C(=C(\O)c2ccc(Br)cc2)C1c1ccccc1[N+](=O)[O-] (centres undefined)	9%
CC1=NN(c2ccc(I)cc2)C(=O)/C1=C\c1c(C)[nH]n(-c2ccc(Cl)cc2)c1=O	4%
O=[N+]([O-])c1ccc(F)c(NS(=O)(=O)c2ccccc2)c1	12%
CN1CCO/C1=C(C#N)\C=C1/C(=O)N(c2c(Cl)cccc2Cl)c2ccccc21	21%
CCOC(=O)c1ccc(NC(=O)Cc2ccc(Cl)cc2)cc1	8%
N#C/C(=C\c1cn(-c2ccccc2)nc1-c1cccs1)C(N)=O	12%
Cc1cc(C)c2nc3s/c(=C\c4ccc(Cl)cc4Cl)c(=O)n3c2c1	0%
COC(=O)C(C)N(c1ccc(OC)cc1)S(C)(=O)=O (centres undefined)	4%
CCC/C(=N\NC(=O)c1cccc(Cl)c1)c1ccccc1	8%
Cc1ccc(-c2nc3ccccc3o2)cc1NC(=O)/C=C/c1ccco1	15%
CC(C)(C)c1ccc(OCCNC(=O)/C=C/c2ccccc2)cc1	12%
Cc1cc(C)c(N/C=C(\C#N)c2nc(-c3ccc(Cl)cc3Cl)cs2)c(C)c1	27%

New compounds follow
smiles	RNase H inhibition
CCN(Cc1ccccc1)C(=O)c1ccccc1[N+](=O)[O-]	4%
CCOc1cc(C(=S)N2CCCCC2)cc(Br)c1O	56%*
CCN(CC)CCCCCCOc1ccc(C)cc1C	0%
O=C(c1ccc(-c2ccccc2)cc1)N1CCN(CCN2C(=O)c3cccc4cccc(c34)C2=O)CC1	11%
COc1cc(/C=C(/C#N)c2nc(-c3cc4c(ccc5ccccc54)oc3=O)cs2)ccc1O	0%
O=C(Nc1cccc(Br)c1)c1ccccc1[N+](=O)[O-]	5%
Cc1ccc(C(=O)O)cc1N1C(=O)c2ccc(Oc3ccc([N+](=O)[O-])cc3)cc2C1=O	9%
O=C(NCc1ccccc1)C1CC(=O)N(c2ccc(Br)cc2)C1 (centres undefined)	16%
COc1ccc(N2C(=O)/C(=C/c3ccc(Br)o3)SC2=S)cc1	16%
C=Cc1ccc(COc2ccc3c4c(c(=O)oc3c2)CCC4)cc1	0%
COc1ccc(N(CC(=O)NC(C)C)S(C)(=O)=O)c(OC)c1	5%
N#C/C(=C\c1ccc2c(c1)OCO2)c1[nH]nc(N)c1C#N	12%

The list continues:
smiles	RNase H inhibition
Cc1ccccc1N(CC(=O)NCc1ccncc1)S(=O)(=O)c1ccccc1	7%
O=C(Nc1ccc(NC(=S)NC(=O)c2cccs2)cc1)c1ccco1	12%
O=C(CCC1CCCC1)Nc1c(F)c(F)c(F)c(F)c1F	19%
O=C(O)c1cc(O)ccc1NC(=O)C(c1ccccc1)c1ccccc1	15%
O=C(Nc1ccc(-c2ccc(NC(=O)c3cccnc3)c(Cl)c2)cc1Cl)c1cccnc1	16%
COC(=O)C1=C(C)N=c2s/c(=C\c3ccc(OC)cc3OC)c(=O)n2C1c1ccccc1 (centres undefined)	16%
Cc1cccc(C=Nc2cc([N+](=O)[O-])ccc2C)c1	5%
COc1ccc(C(C#N)C2(C)OCCO2)cc1OC (centres undefined)	2%
CCC(C)c1ccccc1OCCOc1cccc(/C=C2\SC(=S)NC2=O)c1 (centres undefined)	23%
CCN(CC)CCCCCCOc1ccccc1	0%
C=CCN1C(=O)/C(=C/c2ccc(Br)cc2)S/C1=N\c1nnc(CC)s1	16%
Cc1ccc(-n2nc3ccc(N)cc3n2)cc1C	19%

Additional results.
smiles	RNase H inhibition
CC(Sc1ccc(Cl)cc1)C(=O)NCCSc1ccc(Cl)cc1 (centres undefined)	43%
CC(=O)c1cccc(NC(=O)c2ccc([N+](=O)[O-])c(C)c2)c1	7%
O=C(NCCO)/C(=C\c1cccs1)NC(=O)c1ccccc1	46%
O=C(C(c1ccccc1)c1ccccc1)N1CCN(Cc2ccc(F)cc2)CC1	0%
COc1cc(/C(C)=N/N2CCN(Cc3cccc4ccccc34)CC2)ccc1O	16%
CCOC(=O)C1=C(C)N=c2s/c(=C\c3ccc(OCc4ccc(Cl)cc4)c(OC)c3)c(=O)n2C1c1ccc(N(C)C)cc1 (centres undefined)	2%
Cc1cccc(NC(=O)c2ccc(-c3ccc(C)c(Cl)c3)o2)c1	7%
CCCCOc1ccc(C(=O)OCCN2CCCCC2)c(O)c1	5%
O=C1c2ccccc2-c2onc3ccc(Oc4ccc(Cl)cc4)c1c23	14%
O=C(Nc1ccc(Cl)cc1)C(=O)NC1CCCC1	1%
CCN1C(=O)/C(=C\c2cn(Cc3ccc(Cl)cc3Cl)c3ccccc23)SC1=S	27%
CC(=O)N1c2ccccc2-c2c(sn(-c3ccc(C)cc3)c2=S)C1(C)C	9%

(further entries)
smiles	RNase H inhibition
O=C(NC(=S)Nc1ccc(NC(=O)c2cccs2)cc1)c1cccc(Br)c1	14%
COC(=O)C1=C(C)N=C2SC(Cc3ccc(Br)cc3)C(=O)N2C1c1ccccc1 (centres undefined)	14%
O=C1CC(c2ccccc2)CC2=C1C(c1ccco1)Nc1ccccc1N2 (centres undefined)	12%
CCCCC(CC)CNC(=O)c1cc([N+](=O)[O-])cc([N+](=O)[O-])c1 (centres undefined)	6%
NS(=O)(=O)c1ccc(N/C=C/C(=O)c2cccs2)cc1	2%
CCOc1ccc(C(=O)Nc2nnc(CC)s2)cc1Br	8%
COc1ccc(Cl)cc1N(CC(=O)Nc1ccc(Cl)c(C(F)(F)F)c1)S(C)(=O)=O	14%
COc1ccc(OC)c(C2NC(=S)NC(C)=C2C(=O)Nc2cc(Cl)ccc2C)c1 (centres undefined)	1%
COc1ccc(CC(=O)Nc2cc(C(=O)O)cc(C(=O)O)c2)cc1OC	0%
O=C(Nc1ccc(N2CCCCC2)cc1)c1ccc(-c2ccccc2[N+](=O)[O-])o1	17%
CCOc1cc(/C=C(\C#N)c2nc3ccccc3[nH]2)cc(I)c1O	18%
CC(=O)Nc1ccc(NC(=S)Nc2ccccc2)cc1	14%

Quoted at random: 7 entries already listed, in no set order.
smiles	RNase H inhibition
O=C(O)CCCCCN1C(=O)C(=O)/C(=C(\O)c2ccc(Br)cc2)C1c1ccccc1[N+](=O)[O-] (centres undefined)	9%
O=C(C(c1ccccc1)c1ccccc1)N1CCN(Cc2ccc(F)cc2)CC1	0%
O=C(O)CN1C(=O)/C(=C/c2ccccc2OCc2ccc([N+](=O)[O-])cc2)SC1=S	2%
COC(=O)C1=C(C)N=c2s/c(=C\c3ccc(OC)cc3OC)c(=O)n2C1c1ccccc1 (centres undefined)	16%
Cc1ccccc1N(CC(=O)NCc1ccncc1)S(=O)(=O)c1ccccc1	7%
Cc1cc(C)c2nc3s/c(=C\c4ccc(Cl)cc4Cl)c(=O)n3c2c1	0%
O=[N+]([O-])c1cccc(S(=O)(=O)Nc2cccc(Cl)c2Cl)c1	17%

More entries.
smiles	RNase H inhibition
Cc1ccc(-c2nc3ncccc3o2)cc1NC(=O)c1ccccc1I	1%
O=S(=O)(Nc1nnc(-c2ccccc2)s1)c1ccc(Cl)cc1	7%
COc1cc(C2NC(=O)NC(C)=C2C(=O)OCCc2ccccc2)cc(OC)c1OC (centres undefined)	13%
O=[N+]([O-])c1ccc(OCCCCCN2CCCCC2)cc1	0%
O=C(/C=C/c1ccc([N+](=O)[O-])cc1)NCCc1ccccc1	7%
CCCNc1nc(NCc2cccnc2)nc(N2CCOCC2)n1	2%
Cn1cnnc1Sc1cc(N2CCN(CCO)CC2)ccc1[N+](=O)[O-]	1%
O=C(Nc1cccnc1)c1ccc([N+](=O)[O-])o1	0%
Cc1ccccc1C(=O)N/N=C/c1ccccc1[N+](=O)[O-]	0%
COc1ccccc1CNC(=O)C(=O)Nc1ccc(C)c(C)c1	6%
O=C1NC(=Nc2ccc(F)cc2)S/C1=C/c1cccc(Br)c1	40%
COc1ccc(OC)c(C(=O)c2c(C)oc3ccc(O)cc23)c1	12%

Continued.
smiles	RNase H inhibition
Cc1ccc(NC(=O)c2ccc(C(=O)Nc3ccc(C)c(Cl)c3)cc2)cc1Cl	2%
COCCNCCOc1c(Cl)cccc1Cl	11%
CCCc1ccc(OCC(=O)Nc2cccc(Cl)c2C)cc1	12%
CCc1c(C)sc(NC(=O)CCc2ccccc2)c1C(N)=O	0%
CC(C)C1=NN2C(=N)/C(=C/c3ccc(-c4ccccc4Cl)o3)C(=O)N=C2S1	17%
O=C(Cc1ccccc1)Nc1nnc(CCc2ccccc2)s1	2%
Cc1onc(-c2ccccc2Cl)c1C(=O)Nc1ccc(S(=O)(=O)Nc2ncccn2)cc1	0%
O=S(=O)(NCC1(c2ccccc2)CCCC1)c1ccccc1	13%
CCOc1ccc(C(=O)Nc2ccc(-c3nc4ccccc4s3)cc2)cc1[N+](=O)[O-]	28%
O=C(Nc1ccc(F)c([N+](=O)[O-])c1)c1cnccn1	10%

The list is partial; the hit share may differ from the screen's.
